AmpC inh detg – AmpC beta-lactamase inhibition with detergent present. P00811. AmpC hydrolysis of nitrocefin, absorbance 480 nm, 0.01% Triton. Potency, µM (titrated, usually from 114 µM), for inactives: at the top dose activity change, negative = inhibition, usual class: inhibitors. 370,000 tested, 0.041% active;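 note: potency is the fitted concentration of half-maximal effect; 0% = no-compound wells and -100% = no-enzyme wells; nearly all actives have a fitted effect of over 25% in size; some results filed as inactive show a strong effect at the top dose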
Target sequence (P00811 whole entry, looked up): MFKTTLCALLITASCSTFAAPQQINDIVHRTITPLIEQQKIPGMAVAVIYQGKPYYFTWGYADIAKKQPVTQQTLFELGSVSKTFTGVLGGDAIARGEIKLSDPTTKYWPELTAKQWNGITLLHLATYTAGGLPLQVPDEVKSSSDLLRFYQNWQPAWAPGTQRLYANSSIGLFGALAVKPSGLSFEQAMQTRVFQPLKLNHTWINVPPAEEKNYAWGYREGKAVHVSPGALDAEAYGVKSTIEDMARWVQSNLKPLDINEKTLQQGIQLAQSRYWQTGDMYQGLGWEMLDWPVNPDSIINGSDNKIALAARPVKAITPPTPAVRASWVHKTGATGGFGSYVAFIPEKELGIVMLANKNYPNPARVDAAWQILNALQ
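20 mM phosphate pH 7.0 + 0.01% (detergent screen) or 0.0001% Triton X-100; 5.3 nM AmpC reagent; cpd preinc 15 min RT; nitrocefin (800 uM stock) to start; A480 q20 s × 4 min; Activity was normalised to no-enzyme and no-compound control wells.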
LmPK inh – LmPK (Leishmania mexicana) enzyme inhibition. Q27686. purified LmPK, Kinase-Glo ATP luminescence, 1 h. Potency, µM (titrated, usually from 57.5 µM), for the others: at the top dose activity change, negative = inhibition, actives largely listed as inhibitors. 290,000 tested, 0.37% active. AID 1721; note: potency is the fitted concentration of half-maximal effect
Target sequence (Q27686 whole entry, looked up): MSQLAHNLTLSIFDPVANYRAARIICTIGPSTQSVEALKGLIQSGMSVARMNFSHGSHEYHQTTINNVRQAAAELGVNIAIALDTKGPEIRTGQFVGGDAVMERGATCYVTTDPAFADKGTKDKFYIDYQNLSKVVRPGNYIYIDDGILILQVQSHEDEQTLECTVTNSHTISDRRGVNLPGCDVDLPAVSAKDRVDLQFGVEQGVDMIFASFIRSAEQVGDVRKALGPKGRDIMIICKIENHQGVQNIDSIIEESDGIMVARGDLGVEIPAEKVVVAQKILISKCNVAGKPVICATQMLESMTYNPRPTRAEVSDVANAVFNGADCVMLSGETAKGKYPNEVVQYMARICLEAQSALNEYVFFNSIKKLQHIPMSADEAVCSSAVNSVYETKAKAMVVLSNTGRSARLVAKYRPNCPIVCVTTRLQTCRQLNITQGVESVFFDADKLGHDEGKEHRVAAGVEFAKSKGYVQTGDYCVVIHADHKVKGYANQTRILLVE
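Purified LmPK (0.1 nM) with 0.5 mM PEP and 0.1 mM ADP in imidazole buffer pH 7.2 with MgCl2/KCl, 1 h at room temperature. ATP formed was read by luciferase luminescence and normalized to no-enzyme and uninhibited controls.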
HCMV antiviral – inhibitors of human cytomegalovirus; HFF cells, HCMV-luciferase reporter, 72 h; stronger effect = lower value; activity change, negative = inhibition, % at 57.5 µM; 410,000 tested, 4.5% active; in the data active = activity change below about -60%; inconclusive = no clear call, values can overlap the other calls; inactive = above about -39%
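Luciferase read-out from HCMV-luciferase-infected HFFs (MOI 1 PFU/cell) 72 h post infection at 37C; compounds added after 16 h cell attachment; activity normalized between buffer-only basal and Salinomycin (10uM) inhibitor controls.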
HCV inh – HCV inhibition. Huh7.5.1 HCVcc-Cre infection, luciferase reporter, 44 h. 340,000 tested, 3.4% active. Potency, µM (series often up to 41.8 µM), for inactives: at the highest dose activity change, negative = inhibition, usual class: inhibitors; note: potency is the fitted concentration of half-maximal effect
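Reporter virus HCVcc-Cre (~0.5 moi) infects cells exposed to compound; seeding density 1,000 cells/well with 4 h settling beforehand. Luminescence, 15 sec read, taken 44 h post-infection following a 15 min RT substrate incubation.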
AMA1-RON2 inh – AMA1-RON2 (P. falciparum) interaction inhibition; AID 720542; AlphaScreen AMA1-biotinylated RON2 peptide binding; Potency, µM (top dose mostly 58.2 µM), for inactives: at the highest dose activity change, negative = inhibition, most hits filed as inhibitors; 360,000 tested, 0.2% active;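 note: potency is the fitted concentration of half-maximal effect; 0% = vehicle wells and -100% = peptide control; nearly all actives have a fitted effect of over 45% in size; some results filed as inactive show a strong effect at the top dose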
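AMA1 (3D7) with his tag at 25 nM final met compounds first, then biotinylated RON2 peptide at 25 nM; detection used donor plus acceptor beads, 10 µg/mL apiece, read by AlphaScreen after 30 min at room temperature.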
Tb PYK inh – T. brucei pyruvate kinase inhibition; Q57TT1; TbPYK enzyme, Kinase-Glo Plus ATP luminescence, 45 min; Potency, µM (series often up to 76.8 µM), for the others: at the top dose activity, negative = inhibition, usual class: inhibitors; 410,000 tested, 0.12% active; note: potency is the fitted concentration of half-maximal effect; nearly all actives have a fitted effect of over 50% in size
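Luminescent Kinase-Glo Plus end-point after 45 min room-temperature reaction of T. brucei pyruvate kinase started with 130 uM ADP (final). Buffer TEA 50 mM pH 7.2 with KCl, MgCl2, BSA, Tween-20; titration-based qHTS with fitted concentration-effect curves.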
AmpC no deterg – AmpC beta-lactamase inhibition without detergent; Potency, µM (series often up to 57.1 µM), for inactives: at the top dose activity change, negative = inhibition, usual class: inhibitors; AID 485341; 330,000 tested, 0.52% active; AmpC nitrocefin hydrolysis, absorbance 480 nm, 0.0001% Triton; P00811;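 note: potency is the fitted concentration of half-maximal effect; plate controls were no compound for no effect and no enzyme for full effect; nearly all actives have a fitted effect of over 20% in size; some results filed as inactive show a strong effect at the top dose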
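AmpC (5.3 nM in the dispensed reagent) in 20 mM phosphate pH 7.0 with 0.01% (detergent screen) or 0.0001% Triton X-100 was preincubated with compounds for 15 min at room temperature. Nitrocefin was then added from an 800 uM solution, and hydrolysis was followed at 480 nm.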
Starred values were filed as active, the others as inactive; ? = inconclusive; nt = no result given; & = joins results of further samples; [ ] = dose if it differs, or a comment. Unless noted, calls come from the whole dose curve; as a rule, active = well fitted curve in the direction sought with a large enough effect; inconclusive = small, poorly fitted or top-dose-only effect, or another doubt; inactive = no such curve, though single readings can be large; an effect the other way counts as inactive or inconclusive. Unless noted, % is set by controls: 0 for no effect and ±100 for the full control effect.

Preview (3 entries):
SMILES	AmpC inh detg	LmPK inh	HCMV antiviral	HCV inh	AMA1-RON2 inh	Tb PYK inh	AmpC no deterg
CCOC(=O)CSc1nc(C)c2ccc(C)cc2n1	4%	1%	15	?	-16%	-1%	-10%
CC(=O)c1cccc(NC(=O)/C(=C/c2ccco2)NC(=O)c2ccco2)c1	3%	-9%	100	5%	3%	-22%	-15%
COc1ccc(NC(=O)Nc2ccc(Br)cn2)cc1OC	-3%	1%	32	-10%	0%	-7%	-1%

All compounds of this part, repeating the preview:
SMILES	AmpC inh detg	LmPK inh	HCMV antiviral	HCV inh	AMA1-RON2 inh	Tb PYK inh	AmpC no deterg
CCOC(=O)CSc1nc(C)c2ccc(C)cc2n1	4%	1%	15	?	-16%	-1%	-10%
CC(=O)c1cccc(NC(=O)/C(=C/c2ccco2)NC(=O)c2ccco2)c1	3%	-9%	100	5%	3%	-22%	-15%
COc1ccc(NC(=O)Nc2ccc(Br)cn2)cc1OC	-3%	1%	32	-10%	0%	-7%	-1%
c1ccc(Oc2nc3ccccc3n3cccc23)cc1	-2%	0%	-10	10µM*	4%	6%	-19%
COc1ccc(C2C(C(=O)c3ccc(C)o3)=C(O)C(=O)N2Cc2ccco2)cc1OC (stereo not drawn)	-6%	0%	12	1%	-16%	-1%	-5%
CCn1cc(C(=O)N[C@H](C(=O)NCCO)C(C)C)c(=O)c2cc3c(cc21)OCO3	-7%	-1%	-2	17%	28%	-2%	61%[activator]
COc1ccccc1NC(=O)C1CCN(C(=O)NCc2ccccc2)CC1	0%	-7%	0	-3%	0%	-3%	-10%
CC(C(=O)Nc1ccccc1-c1ccccc1)N1CCN(Cc2ccccc2)CC1 (stereo not drawn)	2%	0%	38	-21%	-21%	-12%	263%[activator]
CCN(CC)S(=O)(=O)c1cccc(-c2nn(-c3ccccc3)cc2/C=C(\C#N)C(=O)NCc2ccco2)c1	-14%	2%	?	-1%	5%	13%	-43%
O=S(=O)(c1cccc2cccnc12)N1CCCCC1	1%	-7%	12	27%	-5%	-3%	-6%
COC(=O)[C@H](Cc1ccccc1)NC(=O)N1CCN(c2ccc(F)cc2)CC1	4%	-2%	28	9%	-10%	4%	45%
Cc1ccc(NC2=C(Cl)C(=O)OC2OC(C)C)cc1 (stereo not drawn)	-2%	-1%	2	6%	0%	3%	-45%
CCOC(=O)NC(NS(=O)(=O)c1ccccc1)(C(=O)OCC)C(F)(F)F (stereo not drawn)	?	5%	-4	9%	-6%	4%	-8%
O=C(NC1CCCCCC1)C1c2ccccc2C(=O)N1Cc1cccs1 (stereo not drawn)	?	0%	9	1%	13%	-4%	-37%
CC1CN(C(=O)CSc2nnc(-c3ccccc3)o2)CC(C)O1 (stereo not drawn)	0%	-9%	-6	3%	2%	3%	2%
Cc1ccccc1Cn1c(=O)n(CCCCC(=O)NCCc2ccccc2)c(=O)c2ccccc21	19%	nt	1	nt	nt	1%	nt
Cc1nn(CCS(=O)(=O)c2ccc(Cl)cc2)c(C)c1Br	2%	-3%	?	27%	9%	2%	-21%
O=[N+]([O-])c1ccc(-c2nc(C(Cl)Cl)c3ccccc3n2)cc1	-5%	4%	-102*	2µM*	-10%	0%	-40%
CC(C)(C)CC(=O)Nc1nn[nH]n1	2%	4%	24	31%[activator]	-5%	-6%	-8%
CC[N+]1(CC)CC2=Cc3ccccc3CC2C1 (stereo not drawn)	-7%	-3%	31	9%	-2%	0%	-10%
COc1cc(/C=N/NC(=O)c2cccc([N+](=O)[O-])c2)ccc1OCc1ccc(C)cc1	-11%	-1%	7	?	0%	4%	-11%
COC(CNC(=O)c1ccc2c3c(onc13)-c1ccccc1C2=O)OC	-13%	-3%	-22	?	-17%	-2%	63%[activator]
OCC1(CC2CCCCO2)CCN(Cc2nc3ccccc3[nH]2)CC1 (stereo not drawn)	2%	4%	16	0%	54%[activator]	5%	-6%
COc1ccccc1C(=O)NC(=O)OCCn1c(C)cnc1[N+](=O)[O-]	-1%	-8%	29	7%	-6%	-3%	-12%
O=C(OCc1nnc(-c2ccccc2)o1)c1cccc(S(=O)(=O)N2CCOCC2)c1	0%	nt	-9	21%	-1%	-4%	93%[activator]

Going on with the list:
SMILES	AmpC inh detg	LmPK inh	HCMV antiviral	HCV inh	AMA1-RON2 inh	Tb PYK inh	AmpC no deterg
COC(=O)c1ccc(/C=N/N2CCN(Cc3ccc(Cl)cc3)CC2)cc1	-3%	3%	18	1%	0%	-3%	-12%
Cc1ccc(S(=O)(=O)N2CCOCC2)cc1NC(=O)CSc1nnc(C2CC2)n1C1CC1	4%	nt	-6	-7%	-2%	1%	-2%
COc1ccccc1CNC(=O)c1cnc2sc(N3CCOCC3)nn2c1=O	10%	nt	13	nt	nt	-16%	nt
O=C(NS(=O)(=O)c1ccc(Cl)cc1)c1ccccc1	-8%	-3%	3	12%	0%	1%	-9%
COc1ccc(CN2C(=O)NC3(CCCc4ccccc43)C2=O)cc1F (stereo not drawn)	4%	-2%	-21	?	5%	-4%	-33%
COC(=O)/C(C#N)=C/c1c(N2CCN(c3cccc(Cl)c3)CC2)nc2c(C)cccn2c1=O	3%	8%	?	8%	-11%	-4%	-9%
O=C(Nc1ccc([N+](=O)[O-])cc1)N1CCCCC1	3%	-3%	-26	18%	8%	-2%	-38%
COC(=O)c1ccc(NC(=O)c2cc[n+](Cc3ccccc3)cc2)cc1	?	-1%	26	-3%	1%	3%	-13%
CC(C)c1ccc(CC(=O)N2CCC2(C)C(=O)NS(=O)(=O)c2ccc(F)cc2F)cc1 (stereo not drawn)	nt	nt	18	nt	1%	-2%	nt
COC(C[C@H](O)[C@H](C)[C@H](O)COCc1ccccc1)OC	-1%	-2%	42	18%	9%	1%	-22%
COc1cc(/C=N/NC(=O)CN(CCc2ccccc2)S(=O)(=O)c2ccc(NC(C)=O)cc2)cc(OC)c1OC	-1%	0%	-31	-26%	-5%	-5%	147%[activator]
Cc1cc(S(N)(=O)=O)ccc1N=Cc1c(O)n(-c2ccccc2)c(=O)[nH]c1=O	4%	4%	12	12%	-3%	0%	-17%
CC(=O)c1cccc(-c2ccc3c(=O)[nH]c(Nc4ccccc4)cc3c2)c1	nt	nt	-32	-11%	6%	-2%	nt
CNC(=O)c1c(NC(=O)c2ccc(S(=O)(=O)N(C)c3ccccc3)cc2)sc2c1CCN(C(C)C)C2	-1%	-8%	0	11µM*	-3%	3%	162%[activator]
CCOC(=O)CCNC(=O)N1CCCC(N(C)CCc2ccccc2)C1 (stereo not drawn)	?	-2%	45	-1%	2%	1%	2%
CCn1cc(Br)c(C(=O)NC(C)c2ccccc2)n1 (stereo not drawn)	0%	-1%	34	8%	15%	-11%	nt
O=C(CNC(=O)c1ccc(Br)o1)NNC(=O)COc1ccccc1Cl	?	nt	2	5%	94%[activator]	-5%	-19%
C=C1C(=O)O[C@H]2[C@H]1[C@@H](O)CC(=C)[C@@H]1CC(=O)[C@@H](C)[C@H]21	?	3%	nt	?	-2%	-3%	-17%
CC(C=Cc1ccccc1)=NNS(=O)(=O)c1ccc([N+](=O)[O-])cc1	nt	nt	-11	-9%	69%[activator]	8%	nt
O=C(Nc1cccs1)Nc1ccc(F)cc1F	31%&-7%[activator]	-2%	5&0	-19%	6%	-1%&2%	-20%
CC1CCCC(C)N1C(=O)COC(=O)CNC(=O)c1ccccc1F (stereo not drawn)	-6%	nt	?	-1%	4%	6%	-5%
CN(C)S(=O)(=O)c1cc(NC(=O)COC(=O)CC2CC3CCC2C3)ccc1Cl (stereo not drawn)	nt	nt	34	-1%	7%	0%	-20%
O=C(NCC(c1ccco1)S(=O)(=O)c1cccs1)c1ccccc1F (stereo not drawn)	2%	nt	71	nt	nt	-2%	nt
O=S(=O)(c1ccc(F)cc1)N1CCc2ccccc2C1	6%	10%	-1	-24%	6%	0%	-16%
CCn1nnnc1SCC(=O)Nc1nc2ccc(OC)cc2s1	?	2%	54	?	6%	-2%	-14%

Further entries.
SMILES	AmpC inh detg	LmPK inh	HCMV antiviral	HCV inh	AMA1-RON2 inh	Tb PYK inh	AmpC no deterg
Cc1c(O)ccc2c3c(c(=O)oc12)CCCC3	-6%	-4%	31	-6%	15%	-3%	-32%
Nc1ccc2c(c1)C(=O)c1ccc(Cl)cc1-2	nt	nt	16	?	-26%	-9%	nt
O=C(COC(=O)c1ncc(Cl)c(Cl)c1Cl)NCc1cccs1	-17%	nt	-28	2%	12%	-1%	-13%
Cc1c(C(=O)NCc2ccoc2)oc2ccc3c(c12)C(=O)CC(C)(C)O3	-13%	0%	4	?	?	-3%	-11%
COc1ccccc1C(=O)N1CCN(Cc2ccc3c(c2)OCO3)CC1	?	0%	26	-4%	-14%	3%	4%
Cc1ccc(OC(C)C(=O)N/N=C/c2ccccn2)cc1 (stereo not drawn)	-1%	2%	17	12%	126%[activator]	3%	-16%
CC(=O)Nc1ccc(S(=O)(=O)NCC(=O)OCC(=O)N2CCc3ccccc32)cc1	-10%	-2%	97	10%	-17%	0%	-13%
O=C(NNC(=S)Nc1ccc(F)cc1)c1ccccc1OC(F)F	3%	0%	28	4%	46%[activator]	-17%	-15%
CCOC(=O)Cn1nc(C)c(NC(=O)COc2ccc(OC)cc2)c1C	6%&4%	-4%	-21&0	9%	5%	-4%&4%	1%
Cc1cccc(OCc2nnc(SCCC(=O)O)n2-c2ccccc2)c1	?	31%	-19	6%	7%	-4%	-10%
CCc1ccc(C2=NN(CCC(=O)NCCc3ccc(Cl)cc3)C(=O)CC2)cc1	4%	nt	27	nt	nt	-1%	nt
COCCN1CCN(C(=O)c2cc(COc3ccc(F)cc3F)on2)CC1	?	-2%	13	11%	-13%	-7%	12%
O=C(Nc1cccnc1Cl)c1ccc(=O)oc1	2%	12%	14	4%	2%	-1%	-32%
O=C(COc1ccc(S(=O)(=O)N2CCCC2)cc1Cl)NCc1ccc2c(c1)OCO2	?	-1%	45	?	12%	-3%	-4%

4 entries drawn at random from those above, as already listed:
SMILES	AmpC inh detg	LmPK inh	HCMV antiviral	HCV inh	AMA1-RON2 inh	Tb PYK inh	AmpC no deterg
COc1ccccc1C(=O)N1CCN(Cc2ccc3c(c2)OCO3)CC1	?	0%	26	-4%	-14%	3%	4%
COCCN1CCN(C(=O)c2cc(COc3ccc(F)cc3F)on2)CC1	?	-2%	13	11%	-13%	-7%	12%
Cc1cccc(OCc2nnc(SCCC(=O)O)n2-c2ccccc2)c1	?	31%	-19	6%	7%	-4%	-10%
O=C(COC(=O)c1ncc(Cl)c(Cl)c1Cl)NCc1cccs1	-17%	nt	-28	2%	12%	-1%	-13%
